Bioassay records deposited in PubChem BioAssay by National Center for Advancing Translational Sciences (NCATS).
WRN helicase inh – blocks human WRN helicase | Q14191 | WRN helicase unwinding, fluorescent forked duplex, kinetic | Potency, µM (top dose mostly 114 µM), for the others: at the highest dose activity change, negative = inhibition, hits mostly inhibitors | 360,000 tested, 0.46% active | AID 651768; further: potency means the concentration at half of the fitted maximal effect; on the % scale 0 is the no-effect control and ±100 the full control effect; nearly all actives have a fitted effect of over 55% in size
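Primary qHTS, 1536-well format. 20 nM WRN + compound, 15 min RT; start with 100 nM forked fluorophore/quencher duplex, 2 mM ATP (final); kinetic read ex 525/em 598 nm.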
PLK1 PBD block – PLK1 (human) polo-box domain binding inhibition | Plk1 PBD binding of FITC phosphopeptide, fluorescence polarization | Potency, µM, for inactives: max response, negative = inhibition, usual class: inhibitors | 360,000 tested, 2.8% active; further: potency means the concentration at half of the fitted maximal effect; series mostly up to about 57 µM; on the % scale 0 is the no-effect control and ±100 the full control effect; nearly all actives have a fitted effect of over 65% in size
Target sequence (P53350 whole entry, looked up, the tested form may be a part): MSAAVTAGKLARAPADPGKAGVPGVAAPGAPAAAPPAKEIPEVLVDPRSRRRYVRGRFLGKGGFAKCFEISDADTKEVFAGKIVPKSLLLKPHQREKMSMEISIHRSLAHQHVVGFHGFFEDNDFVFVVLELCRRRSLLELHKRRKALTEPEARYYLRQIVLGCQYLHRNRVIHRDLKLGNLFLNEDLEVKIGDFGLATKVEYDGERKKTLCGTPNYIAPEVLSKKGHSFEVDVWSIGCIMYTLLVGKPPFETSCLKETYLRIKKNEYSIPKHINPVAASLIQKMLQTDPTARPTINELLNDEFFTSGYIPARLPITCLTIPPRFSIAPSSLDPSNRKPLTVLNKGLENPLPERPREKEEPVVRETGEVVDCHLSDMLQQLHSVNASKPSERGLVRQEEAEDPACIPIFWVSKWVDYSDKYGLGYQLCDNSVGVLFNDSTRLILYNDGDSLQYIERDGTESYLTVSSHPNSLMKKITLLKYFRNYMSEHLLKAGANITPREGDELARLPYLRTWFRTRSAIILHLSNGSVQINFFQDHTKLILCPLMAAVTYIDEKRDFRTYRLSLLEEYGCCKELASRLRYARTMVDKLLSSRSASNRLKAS
EPAC1 agonist – agonists of human EPAC1. AID 720707. 360,000 tested, 0.073% active. Potency, µM (highest dose often 154 µM), for inactives: at the top dose activation, hits mostly activators. EPAC1 agonist qHTS, biochemical assay; response scale: 100% = response to 6.5 mM cAMP. O95398; further: potency means the concentration at half of the fitted maximal effect; nearly all actives have a fitted effect of over 60% in size
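EPAC1 100 nM, Rap1B–BODIPY-GDP 250 nM, unlabeled GDP 50 uM; compound titration; 5 min RT; kinetic read ex480/em540 at 5-min intervals ×30 min; data normalized to 6.5 mM cAMP agonist control.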
PI5P4K alpha inh – PI5P4K alpha (human) kinase inhibition; AID 652105; max response, %; PI5P4Kalpha enzyme, ADP-Glo luminescence, 60 min; active compounds read low; 330,000 tested, 1.2% active; P48426; active means max response of -50% or lower; inconclusive means between -30% and -50%; inactive means -30% or higher; further: value at the top dose of about 77 µM; on the % scale 0 is the no-effect control and ±100 the full control effect
Target sequence (P48426 whole entry, looked up): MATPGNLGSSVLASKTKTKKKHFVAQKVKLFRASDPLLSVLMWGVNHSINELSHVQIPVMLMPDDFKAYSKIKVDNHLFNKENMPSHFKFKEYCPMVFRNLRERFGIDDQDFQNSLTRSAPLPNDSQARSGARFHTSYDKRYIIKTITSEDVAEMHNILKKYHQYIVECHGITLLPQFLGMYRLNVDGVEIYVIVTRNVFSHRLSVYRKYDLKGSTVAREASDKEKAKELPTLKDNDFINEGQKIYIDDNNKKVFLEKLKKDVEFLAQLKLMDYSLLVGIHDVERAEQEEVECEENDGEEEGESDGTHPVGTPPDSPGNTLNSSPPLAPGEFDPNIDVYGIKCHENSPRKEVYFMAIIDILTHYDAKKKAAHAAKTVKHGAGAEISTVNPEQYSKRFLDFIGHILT
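Human PI5P4Kalpha with substrate in 0.038 M HEPES pH 7.4, 0.28 mM EGTA, 0.1% CHAPS, 5% DMSO; reaction started with 5 microM ATP (final), 60 min at room temperature. ADP formed read by ADP-Glo luminescence.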
FUS suppressor – suppressors of FUS proteinopathy in yeast; S. cerevisiae FUS-expressing, growth rescue, OD600, 24 h; Potency, µM (doses to about 76.6 µM), for the others: at the highest dose growth rescue (activation), usual class: activators; 390,000 tested, 0.24% active;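 further: potency means the concentration at half of the fitted maximal effect; plate controls were DMSO vehicle for no effect and reference control for full effect; nearly all actives have a fitted effect of over 55% in size; some results filed as inactive show a strong effect at the top dose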
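Yeast FUS proteinopathy model; galactose-induced FUS (2%), starting OD 0.005. Cpds in dilution series, 24hr, 30C, 99% humidity. Abs 600 nm growth. Pos ctrl CP55940 (top 92uM final); neg ctrl DMSO.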
Abeta yeast res – compounds reversing amyloid beta toxicity in yeast. yeast expressing A-beta42, growth rescue, OD600, 48 h; response scale: 0% DMSO, 100% iron-clioquinol control. Potency, µM (top dose mostly 46.1 µM), for inactives: at the top dose growth rescue, hits mostly activators. 410,000 tested, 0.063% active. AID 1347071; further: potency means the concentration at half of the fitted maximal effect; nearly all actives have a fitted effect of over 55% in size
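Yeast A-beta toxicity model in growth medium with pinned compounds, 48 h at 30 C; growth read as absorbance at 600 nm. Normalized to FeCl3/clioquinol equimolar mix (positive) and DMSO (negative).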
EPAC1 antag – blocks human EPAC1 exchange factor | 360,000 tested, 0.14% active | Potency, µM (series often up to 115 µM), without a hit: at the highest dose activity change, negative = inhibition, actives largely listed as inhibitors | EPAC1 GEF assay, Rap1b-BODIPY-GDP exchange fluorescence | O95398;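 further: potency means the concentration at half of the fitted maximal effect; plate controls were vehicle for no effect and positive control for full effect; nearly all actives have a fitted effect of over 50% in size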
IL2 activator – activates IL-2 in a cell-based reporter assay; IL-2 activation reporter assay, cell-based qHTS; stimulated with anti-CD3/CD4/CD28 beads; in transgenic mouse T cells; activation, % (series mostly up to about 46 µM); 360,000 tested, 0.065% active; AID 652025; in the data active means activation above about 50%; inconclusive means mostly about 30% to 49%; further: 0% is about no effect
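Quantitative HTS in unstimulated transgenic mouse T cells, with memory T cells as non-tolerant control and PMA/ionomycin as tolerance-bypass control. Compound pretreatment lasted 60 minutes before 18 h bead stimulation; EGFP/DsRed fluorescence read.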
* marks the source's active call; other numbers are inactive results; u = inconclusive; x = no result given; [ ] = dose if it differs, or a comment. Unless noted, the call rests on the fitted dose curve; in most records, active means well fitted curve in the direction sought with a large enough effect; inconclusive means small, poorly fitted or top-dose-only effect, or another doubt; inactive means no such curve, though single readings can be large; an effect the other way counts as inactive or inconclusive.

SMILES	WRN helicase inh	PLK1 PBD block	EPAC1 agonist	PI5P4K alpha inh	FUS suppressor	Abeta yeast res	EPAC1 antag	IL2 activator
CC(C)CNC(=O)CSc1nnc(-c2ccc(Cl)cc2)n1N	-3%	-9%	-3%	5	1%	-6%	4%	-1.1
CCOc1ccccc1/C=c1\sc2ncnn2c1=O	0%	-8%	0%	1	6%	18%	10%	-1.4
Nc1nc(-c2ccccc2)[nH]c(=O)c1N	u	-16%	18%	u	7%	-17%	19%	0.4
Brc1ccccc1OCCCn1cnc2ccccc21	0%	-6%	3%	x	9%	-6%	0%	-3.0
CC(C)OC(=O)CN1C(=O)C(=O)c2ccccc21	-7%	1%	3%	x	6%	22%	-6%	2.8
CCc1ccc(NC(=O)N2CCCCCC2)cc1	13%	-3%	-5%	6	8%	-1%	18%	-2.6
CC(C)(C)C(=O)Cn1nnc(-c2ccc(C(F)(F)F)cc2)n1	-5%	-4%	-17%	-10	-4%	16%	-23%	0.0
CCC1C2CN(C(C)=O)CC=C2C(C#N)=C(N)C1(C#N)C#N (stereo not drawn)	-7%	-16%	18%	-6	1%	0%	-16%	-2.1
NC(=O)C1CCN(CCS(=O)(=O)c2ccc(Cl)cc2)CC1	-5%	-12%	2%	1	-6%	-11%	-25%	0.0
CC(CCc1ccc(O)cc1)N(C)CCc1ccccc1 (stereo not drawn)	-2%	-2%	7%	x	8%	-2%	1%	8.5
O=C(c1ccc(F)cc1)c1ccc(N2CCCC2)cc1	-3%	-2%	11%	3	25%	-14%	5%	0.6
CN(CC(=O)NC1CCCCC1)S(=O)(=O)c1ccc(Br)s1	-26%	-8%	6%	-6	-44%	-32%[9.22 µM]	-8%	1.4
CCOC(=O)C1(C#N)Cc2ccccc2C1	1%	2%	4%	6	-16%	-2%	-5%	-0.4
CC(C)CCN1CC(C(=O)N2CCN(c3ccc(F)cc3)CC2)CC1=O (stereo not drawn)	1%	-1%	0%	8	9%	-6%	-14%	-0.3
CCc1nc2c(OCc3cccc(Cl)c3)cccn2c1N(C)C(=O)Nc1ccccc1OC	-9%	0%	0%	6	u	12%	-9%	-0.2
Cc1ccc(-c2nc(NCc3ccco3)n(S(C)(=O)=O)n2)cc1	-28%	-20%	6%	1	20%	15%	u	-0.6
O=C(C1CCCN(S(=O)(=O)c2cccs2)C1)N1CCc2ccccc2C1 (stereo not drawn)	3%	-16%	6%	5	17%	-21%	-6%	0.9
COc1ccc(CN(C(=O)Cc2c[nH]c3ccccc23)C(C(=O)NC2CCCCC2)c2ccc(C)o2)cc1 (stereo not drawn)	-13%	2%	0%	0	14%	1%	-8%	-2.3
Cc1ccc(C(=O)NC(C)CCc2ccccc2)cc1[N+](=O)[O-] (stereo not drawn)	-1%[57.1 µM]	-1%	6%	-3	7%	-9%	0%	-0.5
O=C(O)c1nccnc1C(=O)Nc1ccc(Cl)cc1Cl	8%	-12%	-1%	0	-22%	-9%	10%	-0.6
O=C(NCc1cccnc1)c1ccc(NC(=O)c2ccc([N+](=O)[O-])cc2)cc1	-6%	-5%	9%	1	4%	3%	u	-0.7
COc1cccc(-c2cc3nc(C)cc(N4CCN(C(=O)c5ccoc5)CC4)n3n2)c1	-6%	-7%	6%	5	23%	-1%	-15%	-2.5
CN(CCOc1ccccc1)CC(=O)Nc1cc([N+](=O)[O-])ccc1Cl	-9%	-8%	2%	5	-1%	-7%	0%	2.8
COc1ccc(/C=C2\SC(c3ccc(C)cc3)=NC2=O)cc1OC	-11%	-20%	4%	x	24%	-13%	15%	0.2
CCOC(=O)c1c(CN2CCN(CC#N)CC2)n(C)c2cc(Br)c(OC)cc12	-8%	-6%	9%	9	15%	1%	-22%	-0.6

(list continues)
SMILES	WRN helicase inh	PLK1 PBD block	EPAC1 agonist	PI5P4K alpha inh	FUS suppressor	Abeta yeast res	EPAC1 antag	IL2 activator
c1ccc(-c2nnc(OCc3cccnc3)c3ccccc23)cc1	-21%	-7%	2%	1	13%	-9%	-4%	0.7
O=C(Nc1ccc(Cl)cc1)N1CCOC12CCC1(CC2)OCCO1	7%	2%	6%	-3	0%	-8%	1%	-0.7
COc1ccc(/C=N/NC(=O)CN(C2=NS(=O)(=O)c3ccccc32)c2ccccc2)cc1	-7%	-3%	-26%	0	x	23%	-21%	-0.1
O=[N+]([O-])c1ccccc1Oc1ccc(S(=O)(=O)N2CCOCC2)cc1	-13%	-4%	-8%	0	-8%	2%	-15%	2.1
O=C(O)c1ccc2c(c1)C(=O)N(NC(=O)c1ccc(O)cc1)C2=O	-3%	6%	10%	-3	-3%	17%	-5%	0.2
COC(=O)N1CCC2CC1c1c(Cl)cccc12 (stereo not drawn)	8%	-6%	-11%	-3	-33%	-14%	-4%	0.5
O=C(Cc1ccccc1F)c1ccc(O)cc1O	-13%	-21%	8%	-4	2%	u	3%	-0.3
CCC1CSC(Nc2ccc(C(=O)/C=C/c3cccc(C)c3)cc2)=N1 (stereo not drawn)	-3%	-8%	-2%	6	8%	20%	-12%	-4.1
CC(C)C(=O)N1CCC1(C)C(=O)Nc1ccc2cn[nH]c2c1 (stereo not drawn)	-6%	-6%	23%	3	-17%	-4%	-7%	0.1
COCC(=O)Nc1ccc(S(=O)(=O)Nc2ccccn2)cc1	3%	-8%	10%	-5	0%	-14%	1%	1.1
CC(C)CNC(=O)COC(=O)c1cccc(S(=O)(=O)NCC(F)(F)F)c1	-10%	-2%	-3%	3	15%	-6%	-10%	0.8
CCN(CC)c1cnn(C/C(=N\OC)c2ccc(Cl)cc2)c(=O)c1Br	-7%	0%	11%	7	26%	-33%[inhibitor]	-25%	-0.3
CN(C)S(=O)(=O)c1ccc(N2CCCC2)c(C(=O)Nc2ccccc2F)c1	4%	-3%	-2%	-5	13%	9%	-7%	1.2
O=C(NNc1ncc(C(F)(F)F)cc1Cl)c1ccc(Cl)c(Cl)c1	-7%	10%	11%	-2	-5%	5%	-5%	1.4
Cc1ccc2cc(CN(Cc3ccco3)C(=S)NCC3CCCO3)c(=O)[nH]c2c1 (stereo not drawn)	-4%	-12%	6%	-1	27%	-3%	u	-1.5
COC(=O)c1ccc(C)c(NC(=O)c2ccc(Cl)c([N+](=O)[O-])c2)c1	-20%	30µM*	4%	-4	x	9%	-20%	-0.7
COc1ccc(-c2cn3cccnc3n2)cc1F	2%	-1%	2%	1	-33%	-6%	-6%	0.3
COC(=O)c1ccccc1NC(=O)Nc1ccc(C)cn1	1%	3%	-1%	0	27%	11%	-3%	-2.4
CN(Cc1cccnc1)Cc1cn(C)nc1-c1cccc(Cl)c1	1%	-4%	-9%	-2	14%	-5%	2%	-0.1
O=C(Nc1cccc(C(F)(F)F)c1)C(Sc1ncnc2ccccc12)c1ccccc1 (stereo not drawn)	-27%	u	1%	5	x	-3%	-14%	-0.9
COc1ccc(CCN2C(=O)CC(Cc3ccc(Br)cc3)C2=O)cc1OC (stereo not drawn)	-8%	-8%	13%	1	8%	-14%	2%	-2.3
CC1Sc2ccc(S(=O)(=O)N(C)Cc3ccccc3)cc2NC1=O (stereo not drawn)	-13%	-14%	25%	-5	29%	-6%	-9%	-2.5
O=C(NNc1nc2c(F)cccc2s1)C1=COCCO1	-7%	u	-3%	2	15%	3%	-1%	1.5
Cn1c(=N)n(CC(=O)c2ccc(Br)cc2)c2ccccc21	5%	3%	9%	-3	3%	-13%	5%	-6.8
COc1cc(C(=O)OCCCN2CCOCC2)cc(OC)c1OC	6%	1%	6%	-1	-14%	10%	8%	-1.6

Among those listed so far, four have an NH in an aromatic ring:
SMILES	WRN helicase inh	PLK1 PBD block	EPAC1 agonist	PI5P4K alpha inh	FUS suppressor	Abeta yeast res	EPAC1 antag	IL2 activator
Nc1nc(-c2ccccc2)[nH]c(=O)c1N	u	-16%	18%	u	7%	-17%	19%	0.4
COc1ccc(CN(C(=O)Cc2c[nH]c3ccccc23)C(C(=O)NC2CCCCC2)c2ccc(C)o2)cc1 (stereo not drawn)	-13%	2%	0%	0	14%	1%	-8%	-2.3
CC(C)C(=O)N1CCC1(C)C(=O)Nc1ccc2cn[nH]c2c1 (stereo not drawn)	-6%	-6%	23%	3	-17%	-4%	-7%	0.1
Cc1ccc2cc(CN(Cc3ccco3)C(=S)NCC3CCCO3)c(=O)[nH]c2c1 (stereo not drawn)	-4%	-12%	6%	-1	27%	-3%	u	-1.5

Following part
SMILES	WRN helicase inh	PLK1 PBD block	EPAC1 agonist	PI5P4K alpha inh	FUS suppressor	Abeta yeast res	EPAC1 antag	IL2 activator
CCOc1ccc(CCNC(=O)C2CC=CCC2C(=O)OC(C)C)cc1OCC (stereo not drawn)	-1%	0%	-9%	7	15%	7%	-6%	-1.5
CCCn1c(CN2CCN(C)CC2)nc2ccccc21	11%	-5%	-3%	x	12%	10%	-5%	-2.3
O=C(COc1ccccc1)N1N=C(c2cccnc2)CC1(O)C(F)(F)F (stereo not drawn)	1%	-10%	-4%	5	x	-2%	-4%	0.0
Cc1cnc(C(=O)OCC(=O)NC2CCCCCC2)cn1	-4%	-6%	-3%	-4	4%	-5%	-7%	0.9
COc1cccc(C2SCC(=O)N2c2ccc(Br)cc2)c1OC (stereo not drawn)	-10%	4%	-10%	1	23%	-8%	-24%	0.5
Cc1ccc(S(=O)(=O)N2CC(=O)Nc3ccccc32)cc1C	1%[57.1 µM]	-5%	0%	x	-4%	-1%	11%	-3.0
CCCCOc1ccc(S(=O)(=O)n2c(C)nc3ccccc32)cc1	-5%	-2%	14%	x	11%	11%	-6%	-2.2
Cc1cc(-c2nnc(SCC(=O)Nc3ccccn3)o2)no1	u	u	-7%	2	32%	13%	-5%	0.2
CCOC(=O)c1c(C)oc2c1c(C(c1ccccc1)N1CCOCC1)c(O)c1ccccc12 (stereo not drawn)	4%	-23%	10%	x	16%	0%	5%	5.2
O=C(O)CN(Cc1ccco1)S(=O)(=O)c1ccccc1	0%	-2%	1%	2	8%	-6%	-18%	0.2
N#Cc1c(F)cccc1N1CCN(Cc2ccc3c(c2)OCO3)CC1	-8%	-17%	18%	4	12%	2%	-8%	-0.4
O=C(NCc1cccs1)c1cccc(Nc2nc3ccc(Br)cc3[nH]2)c1	-10%	-6%	-8%	10	17%	-2%	-24%	1.4
O=C(CNC(=O)c1cccnc1)N/N=C/c1ccc(O)cc1O	-12%	-19%	0%	-23	9%	0%	-4%	1.9
CSCC[C@H](NC(=O)OC(C)(C)C)c1nnc(SCC(N)=O)o1	2%	-5%	15%	11	0%	5%	0%	0.4
COc1ccccc1C(=O)CN1C(=O)NC2(CCCc3ccccc32)C1=O (stereo not drawn)	2%	-14%	-6%	1	4%	10%	-1%	0.4
